NR5A2 inv ag = inverse agonists of human LRH-1 (NR5A2) | hit rate 0.13% among 360,000 | HEK293T StAR-luciferase reporter, LRH-1 transfected, 24 h | AID 602396 | inhibition, % at 3.6 µM;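 active = inhibition above the mean inhibition of all tested compounds plus 3 SD, cut at about 73% in these data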;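 also: 0% = DMSO wells and 100% = reporter-only cells lacking LRH-1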
MC4R antagonist = human MC4R antagonism in cAMP assay. MC4R-expressing cells, MTII-stimulated cAMP, LANCE TR-FRET. inhibition, % at 6.5 µM. hit rate 0.48% among 360,000;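 active = inhibition above its plate's cutoff, the mean of tested wells on that plate plus 3 SD, cut at about 29% in these data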;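 also: 0% = Melanotan II alone and 100% = Melanotan II plus saturating MCL0020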
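Assay system: human MC4R-expressing U2OS cells; reagent: Melanotan II stimulation of cells; dosing: 6.5 µM single dose; timing: compound 30 min, challenge 1 h, detection 1 h; signal: TR-FRET cAMP assay; replicates: one well per compound, no replicates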
NR2F2 inh = NR2F2 (human) inhibition, primary screen | HEK293T NGFI-A luciferase reporter, luminescence | inhibition, % at 8.6 µM | hit rate 0.7% among 370,000;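 active = inhibition above a per-plate cutoff, mean inhibition of test wells between control levels plus 3 SD, cut at about 38% in these data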;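 also: cells cotransfected with COUP-TFII expression vector driving the NGFI-A reporter; 0% = median of COUP-TF2 test wells and 100% = reporter-only cells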
TLR9-MyD88 inh = blocks human TLR9 binding to MyD88; CHO BLA complementation TLR9-MyD88, CCF4 FRET ratio; inhibition, % at 4.98 µM; hit rate 0.21% among 340,000;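 active = inhibition above the mean over all tested compounds plus 3 SD, cut at about 21% in these data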;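 also: 0% = DMSO only wells and 100% = clavulanate BLA inhibitor control wells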
Target sequence (Q99836 whole entry, looked up): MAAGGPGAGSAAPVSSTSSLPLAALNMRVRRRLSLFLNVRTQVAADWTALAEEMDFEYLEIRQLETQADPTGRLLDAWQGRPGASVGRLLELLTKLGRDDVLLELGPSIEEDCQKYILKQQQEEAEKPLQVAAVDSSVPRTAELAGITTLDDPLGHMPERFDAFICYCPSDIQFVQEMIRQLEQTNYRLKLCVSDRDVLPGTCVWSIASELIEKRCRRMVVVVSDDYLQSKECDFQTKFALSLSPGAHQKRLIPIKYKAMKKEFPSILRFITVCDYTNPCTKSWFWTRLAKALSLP
Target sequence (Q9NR96 whole entry, looked up): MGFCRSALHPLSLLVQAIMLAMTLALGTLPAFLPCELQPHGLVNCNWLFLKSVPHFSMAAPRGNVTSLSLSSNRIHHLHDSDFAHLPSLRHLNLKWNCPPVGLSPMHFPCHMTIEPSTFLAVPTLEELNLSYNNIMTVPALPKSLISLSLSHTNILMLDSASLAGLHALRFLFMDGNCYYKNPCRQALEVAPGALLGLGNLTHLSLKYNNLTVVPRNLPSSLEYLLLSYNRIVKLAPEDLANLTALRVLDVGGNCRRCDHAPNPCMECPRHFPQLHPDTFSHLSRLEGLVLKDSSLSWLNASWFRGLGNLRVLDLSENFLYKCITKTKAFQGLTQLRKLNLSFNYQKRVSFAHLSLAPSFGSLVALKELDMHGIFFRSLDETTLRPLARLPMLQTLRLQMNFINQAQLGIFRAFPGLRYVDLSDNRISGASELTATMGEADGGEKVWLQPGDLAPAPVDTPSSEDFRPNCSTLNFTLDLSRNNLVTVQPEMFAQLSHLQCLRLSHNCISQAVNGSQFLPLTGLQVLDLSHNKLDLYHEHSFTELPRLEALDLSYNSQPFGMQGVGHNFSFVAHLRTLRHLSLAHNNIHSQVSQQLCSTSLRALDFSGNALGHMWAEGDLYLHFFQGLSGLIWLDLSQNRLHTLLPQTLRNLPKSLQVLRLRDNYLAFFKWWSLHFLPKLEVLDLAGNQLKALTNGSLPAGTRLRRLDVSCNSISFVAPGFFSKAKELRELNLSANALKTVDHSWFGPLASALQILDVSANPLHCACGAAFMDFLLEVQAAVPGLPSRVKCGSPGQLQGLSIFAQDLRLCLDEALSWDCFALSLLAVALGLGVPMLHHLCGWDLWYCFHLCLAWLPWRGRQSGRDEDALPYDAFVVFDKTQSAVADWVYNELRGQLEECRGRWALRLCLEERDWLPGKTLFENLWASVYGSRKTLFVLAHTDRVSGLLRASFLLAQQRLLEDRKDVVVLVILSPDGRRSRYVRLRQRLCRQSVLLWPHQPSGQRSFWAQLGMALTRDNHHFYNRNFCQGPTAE
NCOA3 inh = inhibits human SRC3 coactivator | hit rate 0.17% among 360,000 | Q9Y6Q9 | HEK293 GAL4-SRC3 luciferase reporter, luminescence | AID 588352 | inhibition, % at 3.6 µM;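 active = inhibition above a per-campaign cutoff, the mean of all compounds plus 3 SD, cut at about 60% in these data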;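 also: 0% = DMSO-treated cells and 100% = gossypol-treated cells at 36 µM; higher means less SRC3-driven luciferase light from the GAL4 reporter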
MC4R ag barr = human MC4R agonism via beta-arrestin. P32245. U2OS MC4R beta-arrestin complementation, luminescence; percent of melanotan II response, DMSO zero. activation, % at 8.9 µM. hit rate 0.98% among 360,000;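 active = activation above a per-plate cutoff, the mean activation of sample wells on that plate plus 3 SD, cut at about 8% in these data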
ABHD5 PLIN5 PPI = inhibitors of human ABHD5-perilipin-5 interaction; hit rate 0.78% among 360,000; inhibition, % at 4 µM; Split G. princeps luciferase complementation, luminescence, 4 h; Q00G26+Q8WTS1;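 active = inhibition above the mean inhibition across every tested compound plus 3 SD, cut at about 22% in these data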;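 also: 0% = DMSO only wells and the 100% control is not disclosed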
SRC2 inh = human SRC2 (NCOA2) inhibition; inhibition, % at 9 µM; hit rate 0.17% among 370,000; HEK293 GAL4-SRC2 luciferase reporter, luminescence;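 active = inhibition above the mean inhibition of all tested compounds plus 3 SD, set per campaign, cut at about 52% in these data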;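 also: 0% = DMSO treated cells and 100% = cells given Gossypol at 36 µM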
NOD2-RIPK2 inh = inhibitors of human NOD2-RIPK2 interaction. hit rate 0.38% among 360,000. inhibition, % at 4.98 µM. O43353. CHO BLA complementation NOD2-RIPK2, CCF4 ratio. AID 624267; in the data active = inhibition above about 21%;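 also: 0% = vehicle only and 100% = reference blocker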
NCOA1 inh = inhibits human SRC1 coactivator. hit rate 0.12% among 360,000. inhibition, % at 3.6 µM. Q15788. HEK293 GAL4-SRC1 luciferase reporter, luminescence. AID 588354;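 active = inhibition above the campaign mean plus 3 SD, with each screening campaign given its own cutoff, cut at about 60% in these data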;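 also: 0% = DMSO treated cells and 100% = gossypol at 36 µM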
EBV LMP1 NFkB = inhibitors of Epstein-Barr LMP1-induced NF-kappaB reporter. LMP1-induced NF-kappaB luciferase reporter cells, luminescence. inhibition, % at 12.5 µM. hit rate 0.69% among 350,000; in the data active = inhibition above about 41%;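 also: 0% = neutral control wells and 100% = reference inhibitor control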
* hit, by the source's call; . = no result given.

NR5A2 inv ag | MC4R antagonist | NR2F2 inh | TLR9-MyD88 inh | NCOA3 inh | MC4R ag barr | ABHD5 PLIN5 PPI | SRC2 inh | NOD2-RIPK2 inh | NCOA1 inh | EBV LMP1 NFkB | compound
4.4 | 3.6 | 4.8 | -6.8 | 8.2 | -0.7 | -2.1 | 9.1 | -9.3 | 2.8 | 4.6 | COc1cccc(-n2nc(-c3ccnn3-c3ccc(C)cc3)c(=O)n(C)c2=O)c1
11.9 | 5.5 | -9.6 | -8.9 | 17.2 | 0.8 | 3.9 | 11.6 | 2.4 | -1.1 | -0.7 | COc1cc(CC(=O)Nc2ccc3nc(SC)sc3c2)cc(OC)c1OC
-5.4 | 7.0 | 5.1 | -1.9 | -4.6 | -1.4 | -5.9 | -29.6 | -19.2 | -17.2 | -1.3 | CCNc1ccc(S(=O)(=O)N2CCOCC2)cc1NCC(=O)Nc1cccc(Br)c1
-16.6 | 11.8 | -15.2 | -11.9 | 14.3 | 0.1 | -3.2 | -33.1 | -11.3 | -0.3 | 11.0 | N#Cc1ccc(S(=O)(=O)N2CCCN(c3nc4ccc(Cl)cc4s3)CC2)cc1
12.7 | -0.4 | -4.6 | -4.2 | -1.5 | -0.8 | -0.8 | -14.2 | -4.6 | -4.0 | -6.3 | O=[N+]([O-])c1cc(/C=N/N2CCN(C3c4ccccc4-c4ccccc43)CC2)ccc1Cl
11.2 | -2.5 | -3.0 | 2.5 | 8.4 | -1.9 | -1.9 | -24.9 | -4.5 | -31.6 | 0.5 | CC(=O)N1CCN(c2ccc(NC(=O)c3ccc(C)cc3)cc2)CC1
-1.3 | -0.4 | 1.9 | -7.5 | -14.2 | 1.2 | 2.8 | -34.8 | -8.6 | -44.5 | -2.7 | COc1cc(C(CCN2CCCC2)c2c(OC)cc(OC)c3c(C)cc(=O)oc23)cc(OC)c1OC (stereo not given)
-7.2 | 1.3 | 7.4 | -2.5 | 17.4 | -1.7 | 1.8 | 24.0 | -13.1 | 9.9 | 3.9 | C=CCN(C(=O)c1csnn1)C(C(=O)NCc1ccc(F)cc1)c1ccccc1 (stereo not given)
14.6 | -13.0 | 10.9 | -1.4 | -7.4 | -0.7 | 6.7 | -21.6 | 0.7 | 18.8 | 0.4 | Cc1cn(CC(=O)c2ccccc2)c2ccccc12
49.0 | . | -22.3 | . | . | . | -3.2 | 21.1 | -15.6 | . | . | CCS(=O)(=O)N1Cc2cc(C(=O)NCC3CC3)nc(-c3cccc(-c4cccnc4)c3)c2[C@@H]1CCO
8.4 | -2.5 | 19.6 | -7.6 | 3.1 | -1.7 | 6.2 | 6.9 | -8.0 | 4.2 | 3.5 | COc1ccc(S(=O)(=O)N(C)c2ccc(C(=O)N3CCN(c4ccccc4)CC3)cc2)cc1OC
-11.9 | -1.9 | 0.6 | -6.3 | -21.9 | 0.2 | -6.2 | -9.7 | -0.4 | 7.1 | -4.6 | CC(O)CNc1ncnc2nc[nH]c12 (stereo not given)
-29.0 | 16.6 | -11.2 | . | 20.0 | 1.9 | -6.1 | -17.4 | -3.3 | -9.3 | . | Nc1nc(NC(=O)c2ccccc2Cl)nn1-c1ccccc1
-23.8 | 5.4 | -2.3 | 2.4 | -6.1 | -0.9 | 2.5 | 5.7 | -0.6 | -7.2 | -3.0 | CC(C)=C1SC(N2CCN(Cc3ccccc3)CC2)=NC1=O
-18.1 | 18.9 | -0.2 | -8.2 | 4.8 | 2.4 | 14.2 | 8.6 | -8.9 | 5.5 | 5.3 | O=C(CN1CCN(S(=O)(=O)c2ccccc2)CC1)Nc1ccnn1C1CCCC1
5.2 | 2.6 | -4.1 | 13.0 | -5.9 | -0.5 | -3.9 | -15.8 | -23.2 | -7.7 | 0.6 | CCN(CC)C(=O)c1sc2nc(Cc3ccccc3)[nH]c(=O)c2c1C
-11.0 | 14.6 | 1.3 | -4.4 | 8.6 | -2.8 | -5.9 | -7.4 | -4.7 | 0.2 | 2.0 | CC1CCCC(C)N1C(=C(Cl)Cl)C(=C1SCCS1)[N+](=O)[O-] (stereo not given)
17.3 | 5.9 | 13.0 | 0.1 | 10.8 | 0.6 | 1.3 | -9.9 | 9.1 | 9.3 | -1.5 | C=CCNC(=O)c1ccc(-c2nc3ccccc3nc2-c2ccccc2)cc1
2.2 | 9.9 | 29.6 | -1.9 | -13.3 | -1.5 | -3.2 | -6.0 | -7.3 | -3.5 | 5.2 | CC(=O)OC1CC[C@@]2(C)C(CCC3C2CC(=O)[C@@]2(C)C3CC3CC(C)=CC(=O)C32)C1 (stereo not given in full)
15.9 | 15.4 | 0.7 | -4.4 | 19.2 | -2.7 | -1.8 | 4.3 | -1.3 | -13.5 | 4.2 | O=C(Nc1cccc([N+](=O)[O-])c1)c1ccc2nc(N3C(=O)CCC3=O)sc2c1
15.5 | -0.8 | -8.7 | 8.3 | -10.2 | 0.1 | -0.5 | 9.4 | -5.4 | -2.4 | 1.4 | CC1CCC2(CC1)NC(=O)N(CC(=O)Nc1nc(-c3ccc(F)cc3)cs1)C2=O (stereo not given)
-12.5 | -2.5 | -27.6 | -6.5 | -25.6 | 0.4 | 5.2 | -21.5 | -12.4 | 6.1 | -8.9 | CS(=O)(=O)c1cccc(C(=O)Nc2cccc(-c3nc4ccccc4[nH]3)c2)c1

Whole records as entered above. Order of screens: NR5A2 inv ag | MC4R antagonist | NR2F2 inh | TLR9-MyD88 inh | NCOA3 inh | MC4R ag barr | ABHD5 PLIN5 PPI | SRC2 inh | NOD2-RIPK2 inh | NCOA1 inh | EBV LMP1 NFkB
Record of C=CCNC(=O)c1ccc(-c2nc3ccccc3nc2-c2ccccc2)cc1 = 17.3 | 5.9 | 13.0 | 0.1 | 10.8 | 0.6 | 1.3 | -9.9 | 9.1 | 9.3 | -1.5
Record of CS(=O)(=O)c1cccc(C(=O)Nc2cccc(-c3nc4ccccc4[nH]3)c2)c1 = -12.5 | -2.5 | -27.6 | -6.5 | -25.6 | 0.4 | 5.2 | -21.5 | -12.4 | 6.1 | -8.9
Record of O=C(Nc1cccc([N+](=O)[O-])c1)c1ccc2nc(N3C(=O)CCC3=O)sc2c1 = 15.9 | 15.4 | 0.7 | -4.4 | 19.2 | -2.7 | -1.8 | 4.3 | -1.3 | -13.5 | 4.2
Record of C=CCN(C(=O)c1csnn1)C(C(=O)NCc1ccc(F)cc1)c1ccccc1 (stereo not given) = -7.2 | 1.3 | 7.4 | -2.5 | 17.4 | -1.7 | 1.8 | 24.0 | -13.1 | 9.9 | 3.9

An excerpt from above in order of their number in NCOA1 inh, rising.
compound | NCOA1 inh
Nc1nc(NC(=O)c2ccccc2Cl)nn1-c1ccccc1 | -9.3
CCN(CC)C(=O)c1sc2nc(Cc3ccccc3)[nH]c(=O)c2c1C | -7.7
CC(C)=C1SC(N2CCN(Cc3ccccc3)CC2)=NC1=O | -7.2
CC(=O)OC1CC[C@@]2(C)C(CCC3C2CC(=O)[C@@]2(C)C3CC3CC(C)=CC(=O)C32)C1 (stereo not given in full) | -3.5
COc1ccc(S(=O)(=O)N(C)c2ccc(C(=O)N3CCN(c4ccccc4)CC3)cc2)cc1OC | 4.2

Source: PubChem BioAssay (several laboratories)

Not all compounds are listed. The share of hits here may be higher or lower than overall.
